# Scp-1 inhibitor = Scp-1 phosphatase inhibitors, primary screen, biochemical, colorimetric, uHTS; inhibition, % at 20 µM; hit rate 0.88% among 340,000; Recombinant Scp1, phosphopeptide, malachite green phosphate absorbance; Carboxy-terminal domain RNA polymerase II polypeptide A small phosphatase 1 (Homo …;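 active = inhibition above about 50% at 20 µM, limit read from the data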;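 also: plate controls were DMSO wells with enzyme for no effect and wells lacking enzyme for full effect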
#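 Test system – truncated SCP-1 phosphatase (76-261aa) · Reagent – Phosphorylated 17-residue peptide substrate · Incubation – 45 min room-temperature reaction, 5 min colour, 30 min stabiliser · Detection – colorimetric phosphate reagent with accelerator and stabiliser, absorbance at 630 nm · Measure – % inhibition at 20 µM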
# eLon inh = inhibitors of E. coli Lon protease, primary screen, biochemical, fluorescence polarization; P0A9M0; purified E. coli Lon protease; inhibition, % at 7.94 µM; hit rate 0.42% among 360,000; AID 602123, 2011; in the data active = inhibition above about 13%, passing the limit was not always enough;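 also: 0% = enzyme with probe and DMSO and 100% = no enzyme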
# MsrA act = bovine MsrA enzyme activators, primary screen, biochemical, absorbance, HTS | hit rate 0.3% among 360,000 | activation, % at 10.6 µM | purified bovine MsrA, absorbance read-out; in the data active = activation above about 7.5%;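 also: 0% = vehicle and 100% = reference activator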
# SUMO1-SIM PPI = modulators of SUMO1 protein-protein interactions, primary screen, biochemical, uHTS | Small ubiquitin-related modifier 1 (Homo sapiens), P63165 | AID 602429, 2012 | SUMO1 binding to a labelled peptide, TR-FRET, 1 h | hit rate 0.33% among 360,000 | inhibition, % at 20 µM; in the data active = inhibition above about 37%
# TbMetRS inhib = T. brucei MetRS inhibitors, primary screen, biochemical, luminescence | methionyl-tRNA synthetase (Trypanosoma brucei brucei) | purified T. brucei MetRS, ATP depletion, Kinase-Glo luminescence | inhibition, % at 11.9 µM | hit rate 0.4% among 360,000;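 active = inhibition above a per-plate cutoff of the control wells' mean inhibition plus 3 SD, cut at about 5.5% in these data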;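 also: 0% = DMSO wells median and 100% = median of wells with control inhibitor compound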
#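 technique = Kinase-Glo luminescence, ATP depletion format | system = purified MetRS (methionyl-tRNA synthetase) enzyme from Trypanosoma brucei | timing = 15 min preincubation, 2 h reaction, all 25 °C | evaluation = percent inhibition versus plate control medians | dosing = single dose, 11.9 µM final nominal, 0.9% final DMSO | also added = substrates ATP, L-methionine and bulk Escherichia coli tRNA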
# CendR NRP1 mod = modulators of CendR peptide binding to NRP-1, primary screen, biochemical, fluorescence polarization, uHTS; hit rate 0.85% among 360,000; FAM-RPARPAR peptide binding to NRP-1; Neuropilin-1 (Homo sapiens), O14786; inhibition, % at 25 µM;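 active = inhibition or corrected inhibition above about 18%, plus a signal ratio from 0.5 to 1.5, limit read from the data, passing the limit was not always enough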; also: strong numbers were not always called active
# LMPTP inh = LMPTP phosphatase inhibitors, primary screen, biochemical, fluorescence intensity, uHTS. inhibition, % at 20 µM. AID 651560, 2012. hit rate 0.22% among 360,000. Low molecular weight phosphotyrosine protein phosphatase (Homo sapiens), P24666. recombinant LMPTP-A, OMFP fluorogenic substrate;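 active = compounds that cut the enzyme signal by at least half of the control window in the single-dose screen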;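 also: plate controls were DMSO wells with enzyme plus substrate for no effect and substrate without enzyme for full effect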
#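 Material: LMPTP-A; amount: 0.625 nM enzyme; doses: single 20 µM dose; times: reaction 50 min, room temperature, dark; technique: fluorescence intensity of OMFP turnover product; benchmarks: no-enzyme and uninhibited controls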
# MsrA inh = bovine MsrA enzyme inhibitors, primary screen, biochemical, absorbance, HTS; purified bovine MsrA, absorbance read-out; inhibition, % at 15.5 µM; Methionine sulfoxide reductase A (Bos taurus); hit rate 0.75% among 360,000; in the data active = inhibition above about 4.5%;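 also: 0% = vehicle wells with enzyme and 100% = reference inhibitor wells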
# DNMT1 inh = human DNMT1 methyltransferase inhibitors, primary screen, biochemical, molecular beacon, fluorescence, HinP1I cleavage, uHTS. inhibition (reported as % activation of signal), % at 10 µM. hit rate 0.83% among 360,000; in the data active = inhibition above about 50%
# Target sequence (P26358 504-1616 limits assumed): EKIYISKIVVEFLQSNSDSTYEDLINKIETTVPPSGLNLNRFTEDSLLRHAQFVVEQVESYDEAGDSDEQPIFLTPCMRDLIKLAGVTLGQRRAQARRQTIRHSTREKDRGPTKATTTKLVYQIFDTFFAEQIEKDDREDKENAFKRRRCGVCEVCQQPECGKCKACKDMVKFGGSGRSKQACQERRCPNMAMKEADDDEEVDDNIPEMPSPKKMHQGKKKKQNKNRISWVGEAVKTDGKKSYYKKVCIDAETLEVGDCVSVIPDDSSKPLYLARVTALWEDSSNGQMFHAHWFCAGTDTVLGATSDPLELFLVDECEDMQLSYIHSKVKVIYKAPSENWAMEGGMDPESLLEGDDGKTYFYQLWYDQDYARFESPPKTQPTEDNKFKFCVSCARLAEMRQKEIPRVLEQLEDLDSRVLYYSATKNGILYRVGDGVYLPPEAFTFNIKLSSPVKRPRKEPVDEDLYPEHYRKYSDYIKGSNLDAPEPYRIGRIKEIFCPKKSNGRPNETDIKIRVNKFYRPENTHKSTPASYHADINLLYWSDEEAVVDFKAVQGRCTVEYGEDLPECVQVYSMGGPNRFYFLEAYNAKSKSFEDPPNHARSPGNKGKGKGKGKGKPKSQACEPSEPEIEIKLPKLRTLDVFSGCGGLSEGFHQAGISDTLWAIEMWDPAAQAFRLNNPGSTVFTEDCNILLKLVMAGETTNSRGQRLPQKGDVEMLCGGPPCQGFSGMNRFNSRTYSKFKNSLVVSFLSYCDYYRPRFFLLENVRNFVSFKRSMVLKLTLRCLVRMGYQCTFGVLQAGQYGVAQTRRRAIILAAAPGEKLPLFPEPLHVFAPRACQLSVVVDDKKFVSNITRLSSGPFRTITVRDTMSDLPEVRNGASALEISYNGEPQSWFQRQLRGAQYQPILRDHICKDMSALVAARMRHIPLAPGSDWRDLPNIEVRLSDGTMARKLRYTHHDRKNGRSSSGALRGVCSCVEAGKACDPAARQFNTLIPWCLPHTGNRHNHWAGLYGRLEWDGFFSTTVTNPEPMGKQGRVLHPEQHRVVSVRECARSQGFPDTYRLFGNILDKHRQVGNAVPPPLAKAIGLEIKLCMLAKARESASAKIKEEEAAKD
# STEP block = STEP phosphatase inhibitors, primary screen, biochemical, fluorescence intensity, uHTS; Tyrosine-protein phosphatase non-receptor type 5 (Homo sapiens), P54829; recombinant STEP, OMFP fluorogenic substrate; inhibition, % at 20 µM; hit rate 0.25% among 360,000; AID 588621, 2011;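 active = inhibition at 20 µM, scaled per plate between control wells, above about 37%, limit read from the data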;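 also: 0% = DMSO with enzyme and substrate and 100% = substrate only without enzyme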
#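 Also added – OMFP at 25 µM · Test system – STEP tyrosine phosphatase · Technique – FITC-channel fluorescence of OMFP product · Schedule – 20 min at room temperature, dark · Evaluation – control-normalized % inhibition with plate pattern correction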
# * hit, by the source's call; · = no result given; + = active, no number.
SMILES,Scp-1 inhibitor,eLon inh,MsrA act,SUMO1-SIM PPI,TbMetRS inhib,CendR NRP1 mod,LMPTP inh,MsrA inh,DNMT1 inh,STEP block
COc1ccc(C(C)=O)cc1COC(=O)CCNS(=O)(=O)c1ccc(C(C)=O)cc1,1,-5,-2,-8,-0.8,44*,-0.1,-1.0,-5,3
CC(OC(=O)CCNS(=O)(=O)c1ccccc1)C(=O)Nc1ccc(S(=O)(=O)N2CCCCC2)cc1 (centres undefined),-11,-6,-2,-4,-0.1,3,1.7,-0.1,-5,-4
COc1ccccc1-c1cc(-c2cc(Cl)ccc2O)n[nH]1,-7,-1,-6,1,-0.4,-4,-1.6,0.1,3,-1
CCCN1C2CCCC1CC(NC(=O)c1ccccc1OC)C2 (centres undefined),6,-5,-7,2,-1.2,-6,-1.9,0.2,6,-4
CCCCCCOC(=O)C(C#N)c1nc2ccccc2nc1N1CCN(CC)CC1 (centres undefined),0,-12,5,-12,-0.5,2,2.6,0.1,-8,2
Cc1cccc(Nc2nnc(SC/C(O)=C(\C#N)c3nc4ccccc4[nH]3)s2)c1C,1,-20,-3,22,-0.2,-63,0.5,0.6,-18,2
C[C@]12C(=O)N(c3ccc(Cl)cc3)C(=O)N1[C@@H]1c3ccccc3OC[C@@H]1[C@H]2c1ccccc1,-5,-5,-2,1,-0.2,13,1.1,1.7,2,0
Cc1cc(C)n(C(=O)CNC(=O)Cc2ccccc2)n1,-7,-1,-1,5,0.4,8,-0.3,0.1,4,1
O=c1c2c3c(sc2nc2n1CCCCC2)CCCC3,-4,1,1,1,-0.3,5,0.3,0.9,-8,14
O=C1C(Cc2cccc([N+](=O)[O-])c2)S/C(=N/N=C/c2ccco2)N1c1ccccc1 (centres undefined),-7,0,-1,-1,0.1,-1,0.9,0.3,-2,11
CC(C)C[C@@H](CO)N1CCN(CCCc2ccccc2)CCC1=O,-11,0,3,6,-0.2,-12,-0.8,0.1,0,0
Cc1ccc(/C=C/c2nc3ccccc3s2)s1,-10,-9,-2,-11,0.3,-31,2.2,1.1,0,2
O=C(CN1C(=O)c2ccccc2S1(=O)=O)N1CCOCC1,-8,-1,0,3,-0.1,5,-0.5,·,5,-4
CC(=O)n1nc(-c2ccc(Cl)cc2)nc1NCc1ccco1,-6,5,-1,-1,0.3,0,0.4,-0.3,3,-2
Cc1ccc(S(=O)(=O)NCC(C)NS(C)(=O)=O)cc1 (centres undefined),-5,-2,-1,3,0.0,5,-2.9,1.1,13,-2
CCc1nnc(NS(=O)(=O)c2ccc(NC(=S)NC(=O)/C=C/c3ccccc3)cc2)s1,3,-2,0,21,0.2,-23,1.4,1.5,-1,-1
COC(=O)c1cccc(-c2ccc(C(c3c(C)[nH][nH]c3=O)c3c(C)[nH][nH]c3=O)o2)c1,-3,-7,-4,26,-0.3,5,4.3,1.4,9,1
Cc1ccc(C(=O)C(C)OC(=O)c2cc3cc([N+](=O)[O-])ccc3oc2=O)cc1 (centres undefined),-10,7,-5,-35,0.2,2,-0.3,1.1,3,2
Cc1ccccc1C(=O)N1CCc2ccccc2C1,-8,-14,0,0,-1.1,3,-0.8,1.2,-1,-4
CCC(C)NC(=O)C1c2ccccc2C(=O)N1Cc1ccccc1 (centres undefined),-5,-4,2,3,-1.3,9,-0.7,0.8,3,3

# 5 entries from above, arranged by the number in LMPTP inh, descending:
SMILES	LMPTP inh
Cc1ccc(/C=C/c2nc3ccccc3s2)s1	2.2
CC(=O)n1nc(-c2ccc(Cl)cc2)nc1NCc1ccco1	0.4
CCC(C)NC(=O)C1c2ccccc2C(=O)N1Cc1ccccc1 (centres undefined)	-0.7
COc1ccccc1-c1cc(-c2cc(Cl)ccc2O)n[nH]1	-1.6
Cc1ccc(S(=O)(=O)NCC(C)NS(C)(=O)=O)cc1 (centres undefined)	-2.9

# Next section
SMILES,Scp-1 inhibitor,eLon inh,MsrA act,SUMO1-SIM PPI,TbMetRS inhib,CendR NRP1 mod,LMPTP inh,MsrA inh,DNMT1 inh,STEP block
Cc1ccsc1C(=O)N1CCCC(CCC(=O)NCc2ccc(F)c(F)c2)C1 (centres undefined),-6,0,-4,-3,0.6,-10,-2.0,0.2,0,-2
COc1cccc(CNC(=O)c2n[nH]c3ccccc23)c1,-12,6,-4,0,-0.4,-5,-1.7,0.8,-2,-1
COc1ccc(-n2cnc3cc(C(=O)NC4CCCC4)ccc32)cc1,-2,-9,-9,1,-0.5,1,0.5,1.8,1,1
CC1CC(C)CN(C(=O)COC(=O)c2ccc3c(c2)OCO3)C1 (centres undefined),-1,-7,-14,5,0.1,-5,0.8,-0.9,1,0
N#CC(C#N)=C1C=C2C=C(N3CCCCCC3)CCC2CC1 (centres undefined),5,151*,-6,-10,2.0,136,6.8,-1.5,+,-500
CCN(CC)CCNC(=O)CNC(=O)c1nn(-c2ccc(OC)cc2OC)c(=O)c2ccccc12,-4,-4,-6,2,-1.1,-1,1.5,-1.8,-2,2
C=CCc1c(C)nc(SC)nc1Nc1ccccc1,-6,-1,-5,-3,-0.5,-1,1.4,1.2,-1,0
Cc1cc(C(=S)N2CCOCC2)c(C)n1-c1ccc(Cl)cc1,8,-4,-4,-1,-0.6,-1,3.9,-0.5,26,0
O=C(NC1CC1)c1ccc(NC(=O)C2CCCCC2)cc1,0,-1,2,3,0.3,-16,-1.4,1.4,5,1
O=C(Cn1nnc2ccccc2c1=O)NC1CCCCC1,1,-12,-3,-3,-0.3,2,-0.8,-0.3,3,0
Cc1cc(C)n(-c2nc3ccccc3nc2N2CCN(S(=O)(=O)c3ccc(F)c(C)c3)CC2)n1,-7,6,-8,-3,-1.5,6,0.4,1.0,-2,4
C#CCN(CC=C)C(=O)c1cccc(OC2CCN(S(C)(=O)=O)CC2)c1,-5,3,-4,3,-1.2,14,-0.3,0.1,0,-3
CC1(C(=O)NCc2ccccc2)CSCC(=O)N1Cc1cccc(F)c1 (centres undefined),·,·,·,-1,-0.1,8,0.1,-0.6,·,·
CC(C)CNC(=O)c1c(F)c(F)c(F)c(F)c1F,-1,1,0,5,0.1,23,-0.7,1.1,1,1
C=CCn1cc(C(=O)NCc2ccc3c(c2)OCO3)c(=O)c2cc(S(=O)(=O)N(CC)CC)ccc21,-14,-10,0,2,-0.2,-14,4.4,2.3,-12,-3
CCCCSc1nnc(CCCCCNC(=O)OC(C)(C)C)o1,-3,-7,-12,-1,-2.0,8,0.1,-0.4,7,1
O=C(CCn1ccc2cc(S(=O)(=O)N3CCCC3)ccc21)NCCc1ccccc1,-9,4,-3,-3,-0.2,0,0.3,0.1,2,-1
COCC(C)n1c(C)cc(C(=O)Cn2nc(C(=O)O)c3ccccc3c2=O)c1C (centres undefined),-5,-4,-2,-12,-0.6,1,-1.1,1.8,1,2
COc1ccc([N+](=O)[O-])cc1NC(=O)C(C)OC(=O)Cn1[nH]c(=O)c2ccccc2c1=O (centres undefined),-5,-7,-2,-24,0.0,4,-0.6,0.9,2,2
O=C(Nc1ccc(OC(=O)c2cccs2)cc1)c1ccco1,-8,0,-2,-2,-1.6,2,0.3,0.5,-5,-3

# Fetched by structure from above, two records:
SMILES,Scp-1 inhibitor,eLon inh,MsrA act,SUMO1-SIM PPI,TbMetRS inhib,CendR NRP1 mod,LMPTP inh,MsrA inh,DNMT1 inh,STEP block
Cc1cc(C(=S)N2CCOCC2)c(C)n1-c1ccc(Cl)cc1,8,-4,-4,-1,-0.6,-1,3.9,-0.5,26,0
COc1ccc([N+](=O)[O-])cc1NC(=O)C(C)OC(=O)Cn1[nH]c(=O)c2ccccc2c1=O (centres undefined),-5,-7,-2,-24,0.0,4,-0.6,0.9,2,2

# (list continues)
SMILES,Scp-1 inhibitor,eLon inh,MsrA act,SUMO1-SIM PPI,TbMetRS inhib,CendR NRP1 mod,LMPTP inh,MsrA inh,DNMT1 inh,STEP block
CCOP(=O)(OCC)/C(C#N)=C/c1c[nH]c2ccccc12,-8,-4,-4,-38,4.7,-1,0.6,1.4,-3,0
CCOc1ccc(OCC(=O)OCC(=O)N2CCN(C(=O)c3ccco3)CC2)cc1,39,-3,-8,2,-0.3,2,0.1,0.5,9,0
O=C(CSc1nc2ccccc2c(=O)n1CC1CCCO1)NCc1ccccc1 (centres undefined),-7,2,-3,1,-0.8,7,-0.7,-0.4,-2,-3
[O-][n+]1cccc2c(Br)cc(Br)c(O)c21,2,2,2,8,0.5,13,4.9,0.2,-8,5
Cc1ccccc1S(=O)(=O)NC(=O)C1(C)CCN1C(=O)c1ccccc1CCc1ccccc1 (centres undefined),·,4,-6,5,-0.4,-8,0.0,-0.1,-2,-2
COCC1OS(=O)(=O)NC(CC(=O)SC(C)(C)C)C1C (centres undefined),4,-4,-4,1,-0.3,-8,-1.4,-0.1,3,-3
Cc1ccc(C(=O)C2C(c3cccs3)NC(=O)NC2(O)C(F)(F)F)cc1 (centres undefined),0,-7,-3,-1,-0.4,4,-0.6,-1.5,2,1
CC(C)Oc1ccc(C(=O)NCC(=O)O)cc1,-7,6,0,-3,-0.3,-2,1.4,-0.6,1,-2

# Part of the list above, showing only DNMT1 inh, STEP block and LMPTP inh.
Structure | DNMT1 inh | STEP block | LMPTP inh
O=C(CSc1nc2ccccc2c(=O)n1CC1CCCO1)NCc1ccccc1 (centres undefined) | -2 | -3 | -0.7
[O-][n+]1cccc2c(Br)cc(Br)c(O)c21 | -8 | 5 | 4.9
Cc1ccccc1S(=O)(=O)NC(=O)C1(C)CCN1C(=O)c1ccccc1CCc1ccccc1 (centres undefined) | -2 | -2 | 0.0

# High-throughput results (PubChem)
